JMJD2A Tudor inh – blocks the human JMJD2A Tudor domain; O75164; AlphaScreen JMJD2A-Tudor / H3K4me3 peptide binding; Potency, µM (doses to about 114 µM), for inactives: at the highest dose activity change, negative = inhibition, hits mostly inhibitors; actives 4.4% (n = 390,000); AID 504339; also: potency is read from the fitted curve at half-maximal effect; % is scaled to controls: 0 for no effect and ±100 for the full control effect; nearly all actives have a fitted effect of over 50% in size
BAZ2B inh – BAZ2B (human) inhibition | Potency, µM (titrated, usually from 114 µM), inactives show at the highest dose activity change, negative = inhibition, actives largely listed as inhibitors | Q9UIF8 | actives 4.4% (n = 360,000) | AlphaScreen BAZ2B-H3K14Ac peptide displacement | AID 504333; also: potency is read from the fitted curve at half-maximal effect; % is scaled to controls: 0 for no effect and ±100 for the full control effect; nearly all actives have a fitted effect of over 60% in size
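Compounds, titrated to a top concentration of 110 uM, were incubated 30 min at room temperature with preformed BAZ2B/acetyl-K14 H3 peptide complex (50 nM each). Proximity signal was measured by AlphaScreen after 20 min with beads.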
Pol eta inh – blocks human DNA polymerase eta activity | Q9Y253 | recombinant Pol eta, fluorescent DNA replication assay | Potency, µM (doses to about 114 µM), for the others: top-dose activity change, negative = inhibition, actives largely listed as inhibitors | actives 1.2% (n = 390,000) | AID 588591; also: potency is read from the fitted curve at half-maximal effect; % is scaled to controls: 0 for no effect and ±100 for the full control effect
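Pol eta at 10 nM preincubated with compounds 15 min at room temperature; reaction started with fluorescent substrate (50 nM final) and read kinetically at 0 and 10 min.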
Pin1 inhibitor – blocks the human prolyl isomerase Pin1; actives 0.009% (n = 390,000); Q13526; AID 504891; Potency, µM (series often up to 115 µM), inactives show top-dose activity, negative = inhibition, actives largely listed as inhibitors; Pin1 FP peptide displacement, HiFluor488, 10 min; active = well fitted inhibition curve with a large enough effect in the polarisation, with a control signal flat, not every such curve was filed as active; inconclusive = small, poorly fitted or top-dose-only effect, or effect the other way, or a change in a side signal; inactive = no such curve, though single readings can be large or run the other way; the % refers to the polarisation; also: potency is read from the fitted curve at half-maximal effect; % is scaled to controls: 0 for no effect and ±100 for the full control effect
Target sequence (Q13526 whole entry, looked up): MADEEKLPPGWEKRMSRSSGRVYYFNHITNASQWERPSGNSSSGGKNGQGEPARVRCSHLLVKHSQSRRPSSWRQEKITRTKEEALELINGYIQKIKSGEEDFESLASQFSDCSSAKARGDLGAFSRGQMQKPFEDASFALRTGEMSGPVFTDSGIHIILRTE
PGK inhibitor – inhibitors of T. brucei phosphoglycerate kinase. AID 602233. PGK/GAPDH coupled, Kinase-Glo luminescence, 60 min. actives 0.043% (n = 380,000). Potency, µM (top dose mostly 57.5 µM), for inactives: top-dose activity change, negative = inhibition, hits mostly inhibitors; also: potency is read from the fitted curve at half-maximal effect; % is scaled to controls: 0 for no effect and ±100 for the full control effect; nearly all actives have a fitted effect of over 60% in size
Target sequence (P07378 whole entry, looked up): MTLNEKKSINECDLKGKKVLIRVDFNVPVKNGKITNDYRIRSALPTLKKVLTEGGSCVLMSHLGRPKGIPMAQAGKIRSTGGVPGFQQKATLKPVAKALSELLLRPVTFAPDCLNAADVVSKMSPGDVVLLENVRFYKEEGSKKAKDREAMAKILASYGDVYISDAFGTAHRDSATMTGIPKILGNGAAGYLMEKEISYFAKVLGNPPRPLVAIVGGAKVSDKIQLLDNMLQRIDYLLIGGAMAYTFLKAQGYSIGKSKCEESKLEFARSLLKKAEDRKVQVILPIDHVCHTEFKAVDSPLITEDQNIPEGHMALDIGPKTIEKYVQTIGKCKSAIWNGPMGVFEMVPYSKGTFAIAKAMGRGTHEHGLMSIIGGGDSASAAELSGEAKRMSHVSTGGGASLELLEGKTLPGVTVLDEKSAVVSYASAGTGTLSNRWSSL
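Recombinant glycosomal PGK reaction used 1,3-bisphosphoglycerate generated in-well by GAPDH (100nM final) in 100mM TEA pH 7.6, 5mM MgCl2, 0.01% Tween-20. After 60 minutes at room temperature, ATP was read by Kinase-Glo Plus luminescence end-point.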
HP1b chromo inh – blocks HP1-beta chromodomain binding to methylated histone tails. P83916. AlphaScreen HP1-beta / biotin-H3K9me3 peptide binding. Potency, µM (series often up to 114 µM), inactives show top-dose activity change, negative = inhibition, usual class: inhibitors. actives 0.56% (n = 390,000). AID 540317; also: potency is read from the fitted curve at half-maximal effect; nearly all actives have a fitted effect of over 70% in size; inactives centre near 23
Target sequence (P83916 whole entry, looked up): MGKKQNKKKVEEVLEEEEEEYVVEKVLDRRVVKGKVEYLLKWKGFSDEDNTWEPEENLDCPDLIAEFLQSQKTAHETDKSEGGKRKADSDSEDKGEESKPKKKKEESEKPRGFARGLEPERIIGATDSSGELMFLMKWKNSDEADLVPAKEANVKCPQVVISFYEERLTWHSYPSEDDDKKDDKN
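AlphaScreen: HP1-beta (50 nM) preformed 30 min with biotin-H3(1-18)K9me3 peptide (50 nM) in PBS pH 7.4, 0.01% Tween-20. Compound added for 30 min at RT, then streptavidin donor/nickel chelate acceptor beads (10 ug/mL) for 30 min.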
PI4K2A block – PI4K2A (human) kinase inhibition | purified PI4K2A, ADP-Glo luminescence, 1 h; stronger effect = lower value | activity change, negative = inhibition, % at 76.9 µM | actives 0.13% (n = 420,000) | AID 1346378; in the data active = activity change below about -50%; inconclusive = mostly about -30% to -49%;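 also: -100% = wells without enzyme as full effect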
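Compounds are screened against recombinant PI4K2A using PI as substrate and ATP, the latter dispensed at 300 microM. Reactions run one hour at ambient temperature before ADP-Glo detection; full inhibition defined by wells lacking enzyme.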
GLS inhibitor – blocks human kidney-isoform glutaminase activity; AID 624170; GLS enzymatic activity, qHTS titration; Potency, µM (top dose mostly 45.5 µM), for the others: top-dose activity change, negative = inhibition, most hits filed as inhibitors; O94925; actives 0.21% (n = 410,000); also: potency is read from the fitted curve at half-maximal effect; % is scaled to controls: 0 for no effect and ±100 for the full control effect
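Compounds were pin-transferred onto hKGA, after which L-glutamine (1 mM solution) and a detection mix of glutamate oxidase, HRP and Amplex Red were added. Initial and 30 min RT fluorescence reads were collected.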
G9a block – inhibitors of human histone lysine methyltransferase G9a | Potency, µM (titrated, usually from 102 µM), without a hit: at the top dose activity, negative = inhibition, usual class: inhibitors | Q96KQ7 | actives 8.8% (n = 350,000) | G9a H3K9 monomethylation, AlphaScreen, 2 h | AID 504332; also: potency is read from the fitted curve at half-maximal effect; % is scaled to controls: 0 for no effect and ±100 for the full control effect; nearly all actives have a fitted effect of over 75% in size
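AlphaScreen read-out: biotin-H3K9 peptide (500 nM) methylation by 20 nM enzyme with 20 uM SAM, 2 h at room temperature after 15 min compound preincubation; anti-monomethyl H3K9 antibody plus donor/acceptor beads, 10 min dark.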
* hit, by the source's call; i = inactive; ? = inconclusive; nt = no result given; & = joins results of further samples; [ ] = another dose, or the depositor's remark. Unless noted, calls follow the shape of the dose curve; as a rule, active = well fitted curve in the direction sought with a large enough effect; inconclusive = small, poorly fitted or top-dose-only effect, or another doubt; inactive = no such curve, though single readings can be large; an effect the other way counts as inactive or inconclusive. These rows are one share of the data; count on the stated rates, not on these rows.

Structure	JMJD2A Tudor inh	BAZ2B inh	Pol eta inh	Pin1 inhibitor	PGK inhibitor	HP1b chromo inh	PI4K2A block	GLS inhibitor	G9a block
C[C@@H]1CN([C@@H](C)CO)C(=O)c2cc(NC(=O)c3ccccc3)ccc2O[C@@H](C)CCCCO[C@@H]1CN(C)Cc1ccc(C(F)(F)F)cc1	nt	nt	-19%	nt	-1%	nt	11	-3%	nt
CC(C)(C)N1C(=O)[C@H]2[C@@H](c3ccc(Br)cc3)N3C(=O)N(c4cccc(Cl)c4)C(=O)[C@@]3(Cc3ccccc3)[C@H]2C1=O	-13%	7%	-17%	0%	i	27%	-2	-5%	14%[2.33 µM]
Cc1nc2ccccc2c(=O)n1NC(=O)c1ccccc1[N+](=O)[O-]	-7%	nt	-9%	-1%	-10%	19%	0	10%	-3%
CC(NC(=O)Cc1ccsc1)c1ccc(F)cc1 (centres undefined)	-14%	10%	-8%	-6%	-5%	-5%	3	-1%	-6%
Cc1cccc(Nc2nc(N)nc(CN3CCN(c4ccc(F)cc4)CC3)n2)c1	56µM*	-91%	-11%	1%	-2%	-2%	-4	31%	45µM*
COc1ccc(C(=O)Nc2c(N)nc(SCC(=O)NCC3CCCO3)[nH]c2=O)cc1 (centres undefined)	-3%	-3%	4%	-2%	1%	25%	2	2%	0%[12.7 µM]
CC(=O)Nc1ccc(S(=O)(=O)Nc2nc3ccc([N+](=O)[O-])cc3s2)cc1	-5%[11.4 µM]	15%	-15%	12%	1%	30%	2	12%	45µM*
Cn1nnnc1SCCNCc1ccncc1	-4%	?	-6%	-1%	-6%	50%[activator]	-3	3%	-38%[12.7 µM]
C=CCOc1ccc(-c2nc3c(c(=O)[nH]c(=O)n3CCCC)n2C)cc1Br	-18%	-5%	0%	-3%	-10%	-10%	5	-2%	5%
CC1(C)NC(=O)N(CC(=O)OCC(=O)Nc2c(Br)cc([N+](=O)[O-])cc2Br)C1=O	1%	nt	-12%	2%	11%	29%	6	-4%	nt
COc1ccc(C(=O)N2CCC(c3c[nH]c4ccccc34)(c3c[nH]c4ccccc34)CC2)cc1	-30%	-31%	-24%	1%	-6%	11%	1	6%	-48%[59 µM]
CCCOc1ccc(-c2c(C(=O)N/N=C/c3ccc(OC)cc3)nnn2-c2nonc2N)cc1	-18%	6%	-16%	20%	-4%	14%	-4	3%	-8%[59 µM]
COC(=O)Nc1ccc(S(=O)(=O)N2CCCC(C(=O)N3CCCCCC3)C2)cc1 (centres undefined)	-14%	-1%	-28%	-6%	-4%	28%	7	0%	12%
O=C(COC(=O)c1ccccc1O)NC(c1ccccc1)c1ccccc1	-16%	nt	-17%	?	9%	15%	-1	-2%	nt
S=C(NC1CCCCC1)N1CCN(Cc2ccccc2Cl)CC1	-20%	-18%	-24%	21%	1%	32%	-1	2%	9%
COc1ccccc1C(=O)NC(=O)CSc1ccc(C)c(C)c1	52%[activator]	nt	-6%	1%	i	85%[activator]	3	-11%	nt
Cc1cc2nnc(SCC(=O)N3CCN(c4ccccc4)CC3)n2c(N)n1	-11%[11.4 µM]	-9%	-7%	1%	-8%	-14%	-3	41%[activator]	36%
O=C(COC(=O)CCC(NC(=O)OCc1ccccc1)C(=O)OCC(=O)Nc1ccccc1)Nc1ccccc1 (centres undefined)	-28%	-6%	-19%	14%	i	20%	0	0%	-1%[59 µM]
COc1cccc(CN(C(=O)c2ccccc2)C2CCS(=O)(=O)C2)c1 (centres undefined)	-5%	8%	-9%	-8%	-5%	50%[activator]	-1	-4%	-21%
C#CCOCCOCCOCCNc1nc(N2CCN(C(=O)Cn3cc(CCO)nn3)CC2)nc(N2CCN(C(=O)[C@H](CCCCN)n3cc(CCCC)nn3)CC2)n1	-19%	nt	-21%	-6%	9%	16%	-5	1%	nt
COc1ccc(C(=O)NNC(=O)Cc2ccc(-c3ccccc3)cc2)cc1OC	-22%	4%	6%	0%	i	15%	4	8%	nt
CCCC1(C(=O)OC)NC(c2ccc(OC)c(OC)c2)C2C(=O)N(c3cccc(C(C)=O)c3)C(=O)C21 (centres undefined)	-11%	-10%	-1%	2%	-3%	52%[activator]	2	-4%	22%[59 µM]
COc1ccc(C(CCN2CCN(c3ccccc3)CC2)c2c(OC)cc(OC)c3c(-c4ccccc4)cc(=O)oc23)cc1 (centres undefined)	?	?	-20%	8%&0%	-4%	-9%&-10%	0	9%	?
CCCCNC(=O)CO/N=C(\C)c1cc2ccccc2o1	-3%	21%	-11%	-4%	-1%	44%[activator]	-1	-3%	-11%[59 µM]
COc1cc(-c2ccno2)ccc1S(=O)(=O)N1CCN(c2cc(C)ccc2C)CC1	-20%	-12%	-12%	12%	7%	16%	-3	-7%	-36%[59 µM]
Cc1csc(NC(=O)CSc2nnc(NC(=O)COc3ccccc3)s2)n1	-1%	-5%	-16%	3%	-3%	38%	-3	-3%	-9%[59 µM]
CCOC(=O)c1ccc(Nc2nc(-c3cccnc3)nc3ccccc23)cc1	2%	4%	-5%	34%[activator]	0%	17%	-2	1%	16%
COc1cccc(C(c2nnnn2C(C)(C)C)N2CCN(C3CCCCC3)CC2)c1OC (centres undefined)	-8%	5%	-12%	-1%	6%	24%	0	11%	0%
CCCC1(C(=O)OC)NC(c2ccco2)C2C(=O)N(c3ccc(C)cc3)C(=O)C21 (centres undefined)	-11%	6%	-10%	4%	-7%	-1%	2	-1%	-24%
N#Cc1ccc(COC(=O)c2ccc3c(=O)[nH]c(CN4CCOCC4)nc3c2)cc1	?	-37%	-9%	-2%	-8%	29%	6	nt	-35%[12.7 µM]
CCOc1ccc(CNC(=O)Cn2ccc3cc(S(=O)(=O)N4CCCC4)ccc32)cc1	?	-8%[57.1 µM]	-20%	4%	-9%	18%	9	7%	19%
O=C(C1CCCCC1)N1CCC(c2nc3c(nnn3Cc3ccccc3Cl)c(=O)[nH]2)CC1	-13%	nt	5%	-1%	-9%	54%[activator]	-6	2%	nt
CCN(CC)S(=O)(=O)c1ccc2nc(NC(=O)c3ccccc3OC)sc2c1	-5%	17%	-4%	-1%	-5%	52%[activator][57 µM]	1	5%	1%[59 µM]
CCCCc1ccc(-n2nc3ccc(NC(=O)c4cc5ccccc5o4)cc3n2)cc1	-15%	0%	-8%	3%	3%	27%	1	-2%	-1%[59 µM]
O=C(Cn1cnc2c(nnn2Cc2ccc(F)cc2)c1=O)NCC1CCCO1 (centres undefined)	-4%	0%	0%	5%	nt	19%	6	1%	8%[59 µM]
COc1ccccc1NC(=O)Cn1cnc2c(oc3nc4c(cc32)CCCC4)c1=O	-34%	-9%[57.1 µM]	-1%	8%	-9%	50%[activator]	1	-18%	11%
O=C(Nc1ccc2c(c1)OCCO2)c1ccc(CN2CCOCC2)cc1	8%	-6%	-12%	2%	-5%	17%	3	-5%	-4%
CCC1CCCCN1S(=O)(=O)Cc1ccccc1Cl (centres undefined)	13%	-11%	-13%	-6%	4%	2%	0	3%	7%
COc1cccc(NC(=O)N(C)C[C@@H]2Oc3ncc(Br)cc3C(=O)N([C@@H](C)CO)C[C@H]2C)c1	nt	nt	3%	nt	-1%	nt	-1	-1%	nt
Cn1ncc([N+](=O)[O-])c1C(=O)Nc1ccc(-c2nc3ccccc3[nH]2)cc1	-18%	-7%	-13%	2%	nt	12%	4	0%	?
O=C(c1cc2c(ccc3ccccc32)oc1=O)N1CCN(CCO)CC1	-23%	-2%	-4%	-21%	i	22%	-4	-3%	27%[59 µM]
CC(=O)Nc1ccc(C(=O)Nc2ccc(S(=O)(=O)N3CCOCC3)cc2)cc1	3%	6%	5%	-3%	8%	28%	4	-2%	nt

Compounds above that have a tert-butyl group (two):
Structure	JMJD2A Tudor inh	BAZ2B inh	Pol eta inh	Pin1 inhibitor	PGK inhibitor	HP1b chromo inh	PI4K2A block	GLS inhibitor	G9a block
CC(C)(C)N1C(=O)[C@H]2[C@@H](c3ccc(Br)cc3)N3C(=O)N(c4cccc(Cl)c4)C(=O)[C@@]3(Cc3ccccc3)[C@H]2C1=O	-13%	7%	-17%	0%	i	27%	-2	-5%	14%[2.33 µM]
COc1cccc(C(c2nnnn2C(C)(C)C)N2CCN(C3CCCCC3)CC2)c1OC (centres undefined)	-8%	5%	-12%	-1%	6%	24%	0	11%	0%

Another view of some results above:
JMJD2A Tudor inh | BAZ2B inh | Pol eta inh | Pin1 inhibitor | PGK inhibitor | HP1b chromo inh | PI4K2A block | GLS inhibitor | G9a block | SMILES
? | ? | -20% | 8%&0% | -4% | -9%&-10% | 0 | 9% | ? | COc1ccc(C(CCN2CCN(c3ccccc3)CC2)c2c(OC)cc(OC)c3c(-c4ccccc4)cc(=O)oc23)cc1 (centres undefined)
-34% | -9%[57.1 µM] | -1% | 8% | -9% | 50%[activator] | 1 | -18% | 11% | COc1ccccc1NC(=O)Cn1cnc2c(oc3nc4c(cc32)CCCC4)c1=O

High-throughput results from PubChem BioAssay.
